Pf gametocyte: P. falciparum stage V gametocyte viability inhibition; inhibition, % at 10.9 µM; P. falciparum stage V gametocytes, ATP luminescence, 24 h; 150,000 tested, 0.065% active;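 active = inhibition above the mean plus 3 SD of compounds within the control limits, set per campaign, cut at about 38% in these data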;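 also: 0% = DMSO wells and 100% = medium only without gametocytes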
Numbers without * were called inactive.

SMILES | Pf gametocyte
Cc1cccc(C(=O)NNC(=O)c2ccc(O)cc2)c1 | 23
Cc1ccc(C(=O)CCC(=O)Nc2ccccc2C)cc1C | -2
Cc1nn(S(=O)(=O)c2ccc([N+](=O)[O-])cc2)c(C)c1Sc1ccccc1 | -6
O=C(O)c1cccc2c1/C(=N/O)c1ccccc1-2 | 6
O=C(O)Cc1ccc2ccc3ccccc3c2c1 | 0
COc1ccc(CNC(=O)Cn2nc(C(F)(F)F)c(Br)c2C)cc1 | -6
c1ccc(-c2nc(SCc3nc4ccccc4[nH]3)c3oc4ccccc4c3n2)cc1 | -30
CCCCCCCCC1CC(C(=O)Nc2ccccc2)C(=O)O1 (centres undefined) | 5
Cc1cc([N+](=O)[O-])nn1CC(=O)NCc1ccccc1 | 7
O=C(O)c1ccc(OCC2CCCO2)cc1 (centres undefined) | 10
CCC(C(=O)Nc1cccnc1Cl)c1ccccc1 (centres undefined) | 4
Cn1c(SCc2cccc(Br)c2)nnc1-c1ccncc1 | -3
CN(C)c1cc[n+](CC(=O)Nc2ccc(Cl)c([N+](=O)[O-])c2)cc1 | -2
O=C(C[C@@H]1C/C=C\C[C@H](Cc2ccc(F)cc2)C(=O)OC[C@@H]2CCCN2C1=O)N[C@H](CO)Cc1ccccc1 | 20
Oc1cccc2c(-c3nn[nH]n3)ccnc12 | 0
CCCNC(=O)C(Cc1ccc(I)cc1)NC(=O)c1ccc2ccccc2n1 (centres undefined) | 27
CC1=NN(C(N)=S)C(=O)C1N=Nc1c(C)n(C)n(-c2ccccc2)c1=O (centres undefined) | -5
COc1cc2c(cc1OC)C(c1cccc(Br)c1)NC(=O)C2 (centres undefined) | -13
COC(=O)CN1C(=O)[C@H]2[C@@H](c3ccc(C)o3)N3C(=O)CN(Cc4ccccn4)C(=O)[C@@]3(C)[C@H]2C1=O | 1
CCCn1c(=O)c2ccccc2n2c(SCC(=O)Nc3cc(C)on3)nnc12 | 6
Cc1ccc(NC(=O)c2cc3ccccc3o2)cc1 | -2
COc1ccc(CC(=S)NCCc2ccccc2)cc1 | -13
COC(=O)C1=C(C)N(CCc2cc(OC)c(OC)c(OC)c2)C(=O)N[C@H]1c1ccccc1 | 21
O/C(=C\c1ccc2ccccc2n1)c1ccncc1 | 9
O=C(COc1ccccc1)Nc1ccc2[nH]ncc2c1 | 2

Further compounds
SMILES | Pf gametocyte
NNC(=O)c1nnn(-c2nonc2N)c1CN1CCCC1 | 20
CSCCNC(=O)c1ccc2nc(C3CCCCC3)oc2c1 | 14
CC(C)(C)OC(=O)C[C@@H]1C/C=C\C[C@H](CC(=O)N(CCO)Cc2ccccc2)C(=O)N2CCC[C@H]2COC1=O | 3
CC1CCN(C(=O)c2[nH]cnc2C(=O)NCC(=O)OCc2ccccc2)CC1 | 5
O=C(O)COc1ccccc1/C=C1\SC(=S)N(NC(=O)c2ccccc2O)C1=O | -2
CCOC(=O)COc1ccc(/C=C2/C(=O)NN(c3ccc(F)cc3)C2=O)cc1OC | 10
O=C(OCc1ccc([N+](=O)[O-])cc1Cl)c1cnccn1 | -11
CC1=NN(C(C#N)c2ccccc2C)C(c2ccccc2)C1 (centres undefined) | -18
Cc1ccc(C)c(NC(=S)NCc2ccccc2)c1 | -50
c1ccc2c(c1)CCN(C1CCCCC1)C2 | -6
COc1ccc(NC(=O)C2C3CCC(O3)C2C(=O)O)cc1OC (centres undefined) | 7
C=CCn1c(CCc2ccccc2)nnc1SCC(N)=O | 0
CCN1C(=O)N[C@@H](c2ccco2)C(C(=O)OC)=C1C | -52
O=C(NC1CCCC1)c1cccc2c1C(=O)c1ccc(N3CCCCC3)cc1S2(=O)=O | -12
COc1ccc(Cl)cc1NC(=O)C/C(C)=N/NC(=O)c1ccc(O)cc1 | 7
Cc1ccc(NC(=O)CCc2ccc(C)o2)cc1 | 3
Cn1c(Nc2ccc(Cl)cc2)cc(=O)n(C)c1=O | 12
Cc1ccccc1CCN1CCCC(CN(C)CC(C)(C)C)C1 (centres undefined) | 20
O=C(NC1CCCN(Cc2ccccc2F)C1)C1CCC1 (centres undefined) | 7
c1ccc(CSc2cc3ccccc3[nH]2)cc1 | -7
O=S1(=O)CCOC[C@H](c2ccccc2)N1Cc1ccccc1 | 6
CN1C[C@@H]2[C@@H]3C(=O)N(C)C(=O)[C@@H]3[C@](Cc3ccccc3)(C1=O)N2C(=O)c1ccccc1 | 4
CN1CCCCCC1=Nc1ccc([N+](=O)[O-])cc1 | 9
Cc1ccc2[nH]c3nc(NN)nnc3c2c1 | -11
Cc1cccc(NC(=O)C[n+]2ccc(N(C)C)cc2)c1 | 5

Part of the list above, tab-delimited:
Molecule	Pf gametocyte
Cc1ccc(C)c(NC(=S)NCc2ccccc2)c1	-50
c1ccc2c(c1)CCN(C1CCCCC1)C2	-6
COc1ccc(NC(=O)C2C3CCC(O3)C2C(=O)O)cc1OC (centres undefined)	7
C=CCn1c(CCc2ccccc2)nnc1SCC(N)=O	0
CCN1C(=O)N[C@@H](c2ccco2)C(C(=O)OC)=C1C	-52
O=C(NC1CCCC1)c1cccc2c1C(=O)c1ccc(N3CCCCC3)cc1S2(=O)=O	-12
COc1ccc(Cl)cc1NC(=O)C/C(C)=N/NC(=O)c1ccc(O)cc1	7

(continued)
SMILES | Pf gametocyte
CCSCCOC(=O)C1=C(C)N(C)C(=O)NC1c1ccc2c(c1)OCO2 (centres undefined) | 6
Clc1ccc(CNCCCSc2ncccn2)cc1 | -4
O=C(NCc1ccccc1)c1ccc2c(c1)S(=O)(=O)c1cc(Cl)ccc1C2=O | -47
CCCNC(=O)c1ccc(Cn2cc(-c3ccc(OC)cc3)nc2C(C)N)cc1 (centres undefined) | 5
CCOC(=O)c1cc(-c2ccccc2)nn1Cc1cc(CC)no1 | -6
CCOC(=O)[C@@H]1[C@H]2COc3cc(OC)ccc3[C@H]2N2C(=O)N(c3ccc(C(F)(F)F)cc3)C(=O)[C@@]12C | -49
C[C@H](NC(=O)c1nc[nH]c1C(=O)N1CCN(C(=O)OC(C)(C)C)CC1)c1ccccc1 | 4
CCn1c(SCC(=O)c2cc(OC)ccc2OC)nnc1-c1ccncc1 | -16
CC1(C)CC(=O)C(C(c2cc([N+](=O)[O-])ccc2Cl)C2C(=O)CC(C)(C)CC2=O)C(=O)C1 | 10
O=C(COc1ccc(Br)cc1Br)NN1C(=O)c2ccccc2C1=O | -5
O=C(c1cccc2ccccc12)N1CCCCC1 | -28
CCCCS(=O)(=O)N1CCCC(C(=O)NCC2CCCO2)C1 (centres undefined) | 14
Cc1cc(NC(=O)c2ccccc2)ccc1NC(=O)Cc1ccccc1 | -1
O=C(NC1CCCN(Cc2ccc(Cl)cc2)C1)c1ccccc1C(F)(F)F (centres undefined) | -12
O=C(Nc1ccccc1C(=O)O)c1ccc(CN2C(=O)c3ccccc3C2=O)cc1 | -16
O=C1CCN(Cc2ccccc2)CCN1[C@H](COc1ccccc1)c1ccccc1 | 1
Cc1ccccc1NC(=O)/C(C#N)=C/c1ccc(-c2ccc(Cl)c(C(=O)O)c2)o1 | 13
CC(C)CC(=O)N1CCN(Cc2cccc(Cl)c2)CC1 | 0
COc1cc(-c2ccc3oc(-c4cccc(C)c4)c(C#CC4(O)CCCCC4)c3c2)cc(OC)c1OC | 8
CCN1C(=O)N[C@@H](c2ccccc2)[C@H](C(C)=O)[C@H]1C | 7
COCCn1c(SCC(=O)Nc2ccc(OC)c(S(N)(=O)=O)c2)nc2ccccc2c1=O | 6
Cc1cccc(C)c1NC(=O)CN1C(=O)C(C)Oc2ccccc21 (centres undefined) | 9
O=C(Nc1ccccc1F)c1cc(C(=O)Nc2ccccc2F)cc([N+](=O)[O-])c1 | -29
COC(C[C@H]1O[C@H]1C(=O)[C@@H](C)OCc1ccccc1)OC | -9
CNC[C@H]1Oc2c(NC(=O)c3ccc(-c4nccs4)cc3)cccc2C(=O)N([C@@H](C)CO)C[C@@H]1C | 14

Laid out differently: results already given
C[C@H](NC(=O)c1nc[nH]c1C(=O)N1CCN(C(=O)OC(C)(C)C)CC1)c1ccccc1
  Pf gametocyte: 4
CCn1c(SCC(=O)c2cc(OC)ccc2OC)nnc1-c1ccncc1
  Pf gametocyte: -16
CC1(C)CC(=O)C(C(c2cc([N+](=O)[O-])ccc2Cl)C2C(=O)CC(C)(C)CC2=O)C(=O)C1
  Pf gametocyte: 10
O=C(COc1ccc(Br)cc1Br)NN1C(=O)c2ccccc2C1=O
  Pf gametocyte: -5

Other records
SMILES | Pf gametocyte
Cc1nnc(SCc2nnc(-c3ccc(Cl)cc3)o2)n1-c1ccccc1 | 26
COc1cc(OC)cc(-c2c(-c3ccsc3)c3cc(Br)ccc3n2C)c1 | -19
COc1ccc(NC(=O)N2CCCC2C(=O)NCCc2ccccc2)cc1 (centres undefined) | -3
O=C(O)c1ccc(N2C(=O)CSC2=S)cc1 | 9
CC(C)Sc1nc2ccccc2n2cnnc12 | -1
COc1ccc(-c2nnc3sc(-c4ccccc4OC)nn23)cc1 | 12
NS(=O)(=O)CCCc1ccccc1 | 7
C[C@@H](CC#N)CN1CC[C@H](C(C)(C)C)CCC1=O | 10
O=C(c1ccc(Cl)cc1Cl)N1CCc2ccccc21 | 12
COc1ccc(OC(=O)COc2ccc(Cl)cc2)cc1 | 1
Cc1ccc(-n2nnnc2-c2cccs2)cc1[N+](=O)[O-] | 2
Cc1cc(CNC(=O)C2(C(F)(F)F)CC(CCCO)CCCO2)nn1C (centres undefined) | 9
Cc1ccc(NC(=O)C2C3C=CC(O3)C2C(=O)O)cc1C (centres undefined) | -14
COc1ccccc1N1CCN(C(=O)Cc2ccc(Cl)cc2)CC1 | -15
CCCN1CCC(=O)N(CCSc2ccccc2)CC1 | 5
CNC(C)C(=O)NC(C(=O)N1CCCC1C(=O)NC1CCCc2ccccc21)C(C)C (centres undefined) | 6
CC1=NN(C(=O)c2ccccc2Br)C(O)(c2ccc(Cl)cc2)C1 (centres undefined) | 3
c1ccc2[nH]c(Cn3nnc4ccccc43)nc2c1 | 22
O=C(CN1CCCCCC1)Nc1ccccc1Cl | 7
O=C(Nc1ccc2c(c1)OCO2)[C@@H]1CCCN1S(=O)(=O)c1cccc2cccnc12 | 23
CCOc1ccccc1C(=O)NCCNC(=O)c1ccccc1OCC | 3
OCC[C@@H]1C[C@@H](O)[C@H](O)[C@@]2(CCc3ccccc3O2)O1 | 7
Cc1ccc(-c2csc(N3CCN(c4cc5c(cc4Cl)nc(C(C)N)n5CCCO)CC3)n2)cc1 (centres undefined) | 15
CC(=O)Nc1ccc(C2=CC(=O)C[C@H](c3ccc4c(c3)OCO4)C2)cc1 | -13
COc1ccccc1C(=O)NCCOc1ccc(C)c(C)c1 | 0

Part of the list above in a different format.
canonical_smiles,Pf gametocyte
CC1=NN(C(=O)c2ccccc2Br)C(O)(c2ccc(Cl)cc2)C1 (centres undefined),3
CNC(C)C(=O)NC(C(=O)N1CCCC1C(=O)NC1CCCc2ccccc21)C(C)C (centres undefined),6
COc1ccc(OC(=O)COc2ccc(Cl)cc2)cc1,1
CC(=O)Nc1ccc(C2=CC(=O)C[C@H](c3ccc4c(c3)OCO4)C2)cc1,-13
C[C@@H](CC#N)CN1CC[C@H](C(C)(C)C)CCC1=O,10

Continuation:
SMILES | Pf gametocyte
CCC(=O)Nc1ccc(NC(=O)c2cccc3ccccc23)cc1 | 0
Cn1ncc([N+](=O)[O-])c1C(=O)Nc1cccc(Cl)c1 | -11
Cn1c(-c2ccc(F)c(F)c2)cc2onc(-c3ccccc3)c2c1=O | 20
c1ccc(-c2cn(CC3CCCCC3)nn2)cc1 | -22
COc1ccc(-c2nc(CN3CCN(Cc4cccc(Cl)c4)CC3)c(C)o2)cc1 | 3
O=C1C2C3c4ccccc4C(c4ccccc43)C2C(=O)N1Cc1ccco1 (centres undefined) | 12
Oc1ccc(C[C@H]2CNCCN2CCC23CC4CC(CC(C4)C2)C3)cc1 | -30
CC(C)C(NS(=O)(=O)c1ccc2c(c1)Cc1cc(S(=O)(=O)NC(C(=O)O)C(C)C)ccc1-2)C(=O)O (centres undefined) | -2
COC(=O)[C@@]12CCCCN1[C@H](c1ccc(-c3cc(C(C)=O)cs3)cc1)[C@H]1C(=O)N(C)C(=O)[C@H]12 | -13
COC(=O)c1ccc(NC(=O)c2cccc(C)c2)cc1 | -1
CN(C)CCOC1c2ccccc2CCc2ccc3ccccc3c21 (centres undefined) | 13
COCCN(C(=O)Cc1ccc(OC)c(OC)c1)c1nc(-c2cc(OC)ccc2OC)cs1 | -17
COc1ccc([C@@H]2CC=C(C(=O)O)[C@H](c3ccc(F)cc3)N2S(=O)(=O)c2ccc(C)cc2)cc1OC | -15
O=C(O)c1ccccc1-c1ncc(-c2ccccc2)o1 | 26
Cc1cc(N2C(=O)C(=O)/C(=C(/O)c3ccccc3)C2c2cccc(Br)c2)no1 (centres undefined) | -5
COc1cccc(C=O)c1OCCN1C(=O)c2ccccc2C1=O | 0
CC(=O)c1cc(C#N)c(Oc2ccc(Cl)cc2Cl)nc1C | -14
COc1cc(/C=C/C(=O)O[C@H]2[C@H](O[C@@H]3O[C@@H](C)[C@H](O)[C@@H](O)[C@H]3O)[C@@H](O)[C@H](OCCc3ccc(O)c(OC)c3)O[C@@H]2CO)ccc1O | -13
C=CCOc1ccccc1CN1CCN(CCc2ccccc2)C(CCO)C1 (centres undefined) | 10
Cn1c(N)c(C#N)c(C#N)c1-c1ccccc1 | -5
COc1ccc(-c2cn(Cc3ccc(C(=O)c4ccccc4)cc3)nn2)cc1 | 18
COc1ccccc1/C=C1/C(=O)N(c2ccc([N+](=O)[O-])cc2)N=C1C | -3

High-throughput results: PubChem, The Scripps Research Institute Molecular Screening Center

An excerpt (hit frequency here may not be typical).
